# Assay outcomes: PubChem, several laboratories
# HTR5A ag: counter-screen for OPRM1-OPRD1 agonists: human HTR5A agonism; P47898; HTR5A agonist assay, luminescence, cell-based; activation, % at 9.3 µM; hit rate 0.61% among 340,000; AID 504692; in the data active means activation mostly above about 9.5%, no sharp cut-off; inactive means mostly below about 7.6%;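 further: 0% = cells with vehicle only and 100% = reference agonist; strong numbers were not always called active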
# Target sequence (P47898 whole entry, looked up): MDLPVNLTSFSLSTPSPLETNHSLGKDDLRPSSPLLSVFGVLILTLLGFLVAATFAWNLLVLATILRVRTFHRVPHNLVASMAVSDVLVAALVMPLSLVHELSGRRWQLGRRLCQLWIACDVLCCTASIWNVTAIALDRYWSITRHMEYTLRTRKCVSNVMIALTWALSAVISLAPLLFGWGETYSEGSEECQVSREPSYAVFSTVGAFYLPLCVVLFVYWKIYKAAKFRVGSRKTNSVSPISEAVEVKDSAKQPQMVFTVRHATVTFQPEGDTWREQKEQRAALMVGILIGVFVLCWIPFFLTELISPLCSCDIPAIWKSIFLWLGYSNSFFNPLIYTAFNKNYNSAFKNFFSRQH
# cardiac RTF act: increases calcium sensitivity of human cardiac regulated thin filaments | activation, % at 7.2 µM | P19429+P45379 | IANBD-labeled TnC RTF fluorescence at EC20 calcium; 0% EC20 calcium, 100% full calcium | hit rate 0.24% among 340,000 | AID 493008;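 active means activation above the mean over all tested compounds plus 3 SD, cut at about 30% in these data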;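 further: rise in fluorescence read as greater calcium sensitivity of cardiac thin filaments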
# OPRM1-OPRD1 inv: inverse agonists of human mu-delta opioid receptor heterodimerization; P35372+P41143; cell-based MOR-DOR heterodimer luminescence, inverse agonism; inhibition, % at 9.3 µM; hit rate 0.21% among 340,000; in the data active means inhibition above about 22%, passing the limit was not always enough;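 further: 0% = cells with DMSO and 100% = wells without cells with DMSO; values of inactives mirror those of a sister screen read the other way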
# HTR5A inv ctr: counter-screen for OPRM1-OPRD1 inverse agonists: human HTR5A inverse agonism | inhibition, % at 9.3 µM | hit rate 0.083% among 340,000 | P47898 | HTR5A cell line, luminescence; in the data active means inhibition mostly above about 23%, no sharp cut-off; inactive means mostly below about 18%;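 further: 0% = cells with DMSO and 100% = no-cell wells with DMSO; some compounds called inactive have numbers as strong as hits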
# MOR-DOR ag: OPRM1-OPRD1 heterodimerization agonism; cells, luminescence; hit rate 0.3% among 340,000; activation, % at 9.3 µM; P35372+P41143; AID 504326; in the data active means activation above about 18%;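 further: 0% = vehicle-treated cells and 100% = reference agonist; values of inactives mirror those of a sister screen read the other way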
# C-LANA FP: KSHV C-LANA DNA binding inhibition; MBP-C-LANA/FAM-LBS DNA binding, fluorescence polarization; inhibition, % at 9 µM; hit rate 0.078% among 340,000; AID 504423;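 active means highest replicate inhibition at or above 60% at 9 µM, even if other replicates fall short; inactive means all replicates below 60% inhibition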;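 further: 0% = neutral control wells and 100% = 4 µM acridine orange control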
# V-ATPase pHluor: regulators of yeast V-ATPase proton transport; response, % at 10 µM; hit rate 0.37% among 350,000; S. cerevisiae, pHLuorin cytosolic pH fluorescence; in the data active means response mostly above about 7.3%, no sharp cut-off; inactive means mostly below about 5.4%; further: actives read high; inactives centre near 0; some compounds called inactive have numbers as strong as hits; reference of the scale not given here
# CAL-PDZ inh HTS: CAL PDZ (human) peptide binding inhibition | Q9HD26 | purified CAL PDZ, TMR-peptide fluorescence polarization, 1 h | inhibition, % at 24.9 µM | hit rate 0.92% among 300,000 | AID 602252;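 active means mean inhibition of at least 30% with at least half of replicates also reaching 30%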;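 further: 0% = DMSO neutral control and 100% = excess unlabeled competitor peptide PRC23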
# RTF Ca sens inh: cardiac RTF calcium desensitization | inhibition, % at 7.15 µM | hit rate 0.12% among 340,000 | IANBD-labeled cardiac RTF, Ca2+ fluorescence;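 active means inhibition above the mean inhibition of all tested compounds plus 3 SD, cut at about 17% in these data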;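 further: assay run at fixed EC70 calcium of 1.6 mM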
# Keap1 Nrf2 FP: disrupts human Keap1 binding to Nrf2 peptide; inhibition, % at 9.4 µM; Keap1 Kelch-Nrf2 peptide fluorescence polarization, 1536-well; hit rate 0.15% among 340,000; Q14145; AID 504523; in the data active means inhibition above about 12%;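 further: human Keap1 Kelch domain with fluorescein labeled Nrf2 9mer peptide probe; 0% = neutral control wells and 100% = peptide positive control; higher means more block of Keap1 binding to Nrf2 peptide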
# Target sequence (Q14145 whole entry, looked up, the tested form may be a part): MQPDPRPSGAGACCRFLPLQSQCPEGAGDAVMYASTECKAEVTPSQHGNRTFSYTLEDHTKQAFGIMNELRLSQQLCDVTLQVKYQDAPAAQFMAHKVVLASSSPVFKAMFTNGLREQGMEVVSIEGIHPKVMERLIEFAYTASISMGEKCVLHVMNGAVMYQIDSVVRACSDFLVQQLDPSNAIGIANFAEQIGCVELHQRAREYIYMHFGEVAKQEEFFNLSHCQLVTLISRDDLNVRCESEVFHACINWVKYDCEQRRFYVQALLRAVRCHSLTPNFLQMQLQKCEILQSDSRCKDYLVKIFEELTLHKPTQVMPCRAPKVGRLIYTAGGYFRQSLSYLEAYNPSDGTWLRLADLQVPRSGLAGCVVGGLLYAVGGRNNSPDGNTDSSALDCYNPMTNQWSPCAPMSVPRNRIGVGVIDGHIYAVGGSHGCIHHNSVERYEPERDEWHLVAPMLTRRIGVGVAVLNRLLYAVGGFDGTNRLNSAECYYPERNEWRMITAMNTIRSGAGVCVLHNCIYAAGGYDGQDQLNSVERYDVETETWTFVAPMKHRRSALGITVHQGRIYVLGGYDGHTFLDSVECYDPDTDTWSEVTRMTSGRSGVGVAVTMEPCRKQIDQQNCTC
# * marks the source's active call; other numbers are inactive results; x = not tested or not shown; & = joins results of further samples. These rows are one share of the data; rates above refer to the full screens.
# The opening 3 compounds, to show the layout:
# Value order – HTR5A ag	cardiac RTF act	OPRM1-OPRD1 inv	HTR5A inv ctr	MOR-DOR ag	C-LANA FP	V-ATPase pHluor	CAL-PDZ inh HTS	RTF Ca sens inh	Keap1 Nrf2 FP
> CC(=O)OC1N=C(c2ccccc2)c2cc(Br)ccc2NC1=O (stereo not given)
    5	4	-6	-51	1.0	-1.3	-3	2	-4	1
> C[N+]1(C)[C@@H]2CC[C@H]1CC(OC(=O)[C@@H](CO)c1ccccc1)C2 (stereo not given in full)
    2	-5	6	-7	-1.4	-1.1	-3	3	1	-4
> O=c1c2ccccc2nc(-c2ccc(-c3ccccc3)cc2)n1-c1ccncc1
    2	-8	-7	5	1.2	0.6	-1	-5	-5	-3

# Results, previewed entries included:
# Value order – HTR5A ag	cardiac RTF act	OPRM1-OPRD1 inv	HTR5A inv ctr	MOR-DOR ag	C-LANA FP	V-ATPase pHluor	CAL-PDZ inh HTS	RTF Ca sens inh	Keap1 Nrf2 FP
> CC(=O)OC1N=C(c2ccccc2)c2cc(Br)ccc2NC1=O (stereo not given)
    5	4	-6	-51	1.0	-1.3	-3	2	-4	1
> C[N+]1(C)[C@@H]2CC[C@H]1CC(OC(=O)[C@@H](CO)c1ccccc1)C2 (stereo not given in full)
    2	-5	6	-7	-1.4	-1.1	-3	3	1	-4
> O=c1c2ccccc2nc(-c2ccc(-c3ccccc3)cc2)n1-c1ccncc1
    2	-8	-7	5	1.2	0.6	-1	-5	-5	-3
> CCc1cc(=O)oc2cc(OCC(=O)N3C[C@H]4C[C@@H](C3)c3cccc(=O)n3C4)c(Cl)cc12
    0	2	6	14	-1.2	-0.8	0	-12	-3	-2
> CCC(=O)CC(c1ccccc1)c1c(O)c2ccccc2sc1=O (stereo not given)
    -1	1	10	3	-1.8	0.5	-1	0	0	5
> CCC(=Nc1ccc2c(c1)CCC2)c1c(O)n(C2CCCCC2)c(=O)[nH]c1=O
    -5	0	-5	13	1.0	0.6	-1	-2	-7	-4
> COc1ccccc1-n1c(-c2cccs2)nc2ccccc2c1=O
    0	10	3	1	-0.8	1.7	4	7	-18	-7
> CC(=O)OC1(Cc2ccccc2)CN2CCC1c1ccccc12 (stereo not given)
    0	-8	-1	2	0.2	-0.2	2	2	3	5
> O=C(Nc1ccc(Cl)cc1)O/N=C(\c1ccccc1)c1ccccn1
    0	-1	8	-2	-1.4	0.2	1	0	1	3
> C/C=C(\C)C(=O)N[C@@H](c1ccccc1)[C@@H](O)C(=O)O[C@H]1C[C@@]2(O)[C@@H](OC(=O)c3ccccc3)C3[C@](C)(C(=O)[C@H](O)C(=C1C)C2(C)C)[C@@H](O)C[C@H]1OC[C@@]31OC(C)=O (stereo not given in full)
    1	2	9	-20	-1.7	-0.2	3	-6	-18	-3
> COC(=O)C1=C(c2ccc3ccccc3c2)C[C@@H]2CC[C@H]1N2C(=O)NCc1ccco1
    7	1	15	17	-2.6	-0.5	1	-2	-6	-6
> O=[N+]([O-])c1ccc(N2CCNCC2)cc1NCC1CCCO1 (stereo not given)
    8	-2	17	-24	-3.4	0.9	-2	3	1	0
> CNC(=O)Oc1ccc(-c2cn3cc(Cl)ccc3n2)cc1
    3	0	-10	-7	1.6	-0.4	-2	2	1	-7
> CCC(=NCCCn1ccnc1)c1c(O)n(Cc2ccccc2)c(=O)[nH]c1=O
    4	-2	21	-10	-4.7	0.7	1	-2	-2	-3
> Cc1ccc(NC2=NCCCS2)cc1Cl
    0	0	-7	-1	1.2	1.2	0	-3	2	-2
> O=S(=O)(F)c1ccc2nc(-c3cccc(Sc4ccccc4)c3)cc(Cl)c2c1
    -1	4	3	-3	-0.5	-0.8	2	0	-6	-6
> N=C1c2ccccc2CN1NC(=O)c1ccc(Br)cc1
    -1	-4	4	-3	-0.8	1.0	-3	0	3	0
> Nc1ccccc1-[n+]1c(-c2ccccc2)cc(-c2ccccc2)cc1-c1ccccc1
    -2	1	0	-12	0.0	-1.5	-3	-6	-6	-3
> O=C(C1CCN(S(=O)(=O)c2ccccc2)CC1)N1CCC2(CC1)OCCO2
    -1	1	6	8	-1.1	0.3	-1	1	-3	0
> Clc1cc(I)cc(Cl)c1NC1=NCCN1
    43*	4	6	-154	-1.1	-1.1	4	1	-6	-2
> N=C1c2ccccc2CN1CC(=O)c1ccccc1
    -1	-1	-7	3	0.9	1.9	1	2	-3	1
> COc1ccccc1CCNC1CCC(C)CC1 (stereo not given)
    1	-1	10	1	-1.9	-1.7	-4	1	-20	-1
> C[N+]12CCC(CC1)C(C#N)(N1CCOCC1)C2 (stereo not given)
    2	-2	8	-6	-1.5	-0.4	-6	-1	-5	5
> O=c1cccc2n1CC1CC2CN(Cc2c(F)cccc2Cl)C1 (stereo not given)
    -3	-4	5	-8	-0.8	-1.0	2	0	-8	4
> CCN(CC)P(=O)(/C=C(\Cl)c1ccccc1)/C=C(\Cl)c1ccccc1
    4	3	6	10	-1.2	0.2	-1	-6	-11	2
> NP(=O)(OCC(F)(F)F)Oc1ccc(Cl)cc1 (stereo not given)
    -1	7	11	-12	-2.1	-0.3	-9	0	-6	-1
> COc1ccc(N2C(=O)/C(=C/c3ccc(N(C)C)o3)C(=O)NC2=S)cc1
    0	55*	3	0	-0.6	-0.1	0	-3	-67	-6
> Cc1ccccc1N1C(=O)NC(=O)/C(=C\c2cc(Br)c(N3CCOCC3)o2)C1=O
    -5	64*	21	13	-3.5	-39	0	-4	-51	-205
> NC(=O)C1(N2CCCCC2)CCN(Cc2ccccc2)CC1
    1	-2	1	-5	-0.2	-0.4	0	-3	-5	-3
> O=C(c1ccccc1F)c1cn(Cc2ccccc2)c2ccccc12
    3	0	-16	3	3.0	-0.8	3	-6	-4	-3
> CCOP(=O)(Cc1ccccc1)OCC
    3	2	14	-10	-2.5	-2.3	-1	0	-4	-8
> CN(C)/C=C/C(=O)C(Cl)(Cl)Cl
    6	-3	24	15	-5.1	-0.1	-1	-3	-7	4
> CC[N+]1(C)CCCC(OC(=O)C(O)(c2ccccc2)c2ccccc2)C1 (stereo not given)
    -4	2	13	15	-2.3	1.0	-3	-1	7	-3
> Fc1cccc(CNCCc2c[nH]c3ccccc23)c1
    4	-5	-7	-14	1.4	-2.1	1	-3	3	0
> O=C1CN=C(c2cc([N+](=O)[O-])ccc2Cl)c2cc([N+](=O)[O-])ccc2N1
    -4	-4	-7	-12	1.5	0.9	-1	x	-3	1
> CCOC(=O)[C@]1(C#N)[C@@H]2C=CC(C(N)=O)=CN2[C@@H](C(N)=O)[C@@H]1c1ccc(F)cc1
    10	15	-11	-9	2.2	0.4	-4	-4	-14	-4
> CC1CCCCN1Cc1ccc(Cl)nc1 (stereo not given)
    5	1	7	-14	-1.5	0.8	-1	-3	0	0
> CC1=C(C(=O)O)N2C(=O)C(NC(=O)Cc3ccccc3)C2SC1 (stereo not given)
    3	-2	9	-10	-1.7	0.5	3	-4	-3	-8
> O=C(CNC(=O)c1ccccc1)Nc1ccc(Br)cc1C(=O)c1ccccc1
    1	-2	-13	13	2.3	-0.4	0	-2	-1	-3
> O=C(c1cc2c(s1)CCCCCC2)N1CCC2(CC1)OCCO2
    -3	-2	12	8	-2.3	-0.8	1	1	-9	-3
> COC(=O)C1=C(c2cccc(OCc3ccccc3)c2)C[C@@H]2CC[C@H]1N2C(=O)NCCN1CCOCC1
    2	8	13	-6	-2.2	-1.4	-3	-3	5	-2
> C=CCn1c(O)c(C(CC)=NCCc2ccccc2)c(=O)[nH]c1=O
    -7	3	6	16	-1.2	-0.9	0	-3	-7	-3
> COc1ccc(-c2ccc3n2Cc2cnnn2-c2ccccc2-3)cc1
    1	0	4	-4	-0.8	-1.1	1	4	-7	-5
> CCOc1ccc(N=Cc2c(O)n(CCc3ccc(OC)c(OC)c3)c(=O)[nH]c2=O)cc1
    1	-1	17	-4	-3.3	-0.9	0	-3	5	-1
> Clc1ccccc1C1NCc2ccccc2-n2cccc21 (stereo not given)
    -1	-1	-25	-7	5.0	0.8	0	x	-3	-4
> O=P(C(=Nc1ccc(Cl)cc1)N1CCOCC1)(N1CCOCC1)N1CCOCC1
    0	4	7	18	-1.3	-0.5	3	1	-5	0
> CCOC(=O)c1[nH]c(C)c(C(=O)N2CCC3(CC2)OCCO3)c1C
    -2	0	19	15	-3.7	-1.3	-4	-6	2	5
> COc1ccc(C(=O)CN2CCOCC2)cc1F
    -2	-1	17	6	-3.4	0.3	2	-1	3	-3
> CCCc1c(C)nc(-c2ccc(C)cc2)nc1OC(=O)N(C)C
    2	2	-4	-2	0.8	1.2	-2	9	-8	-3
> O=Cc1c(C(=O)O)n(Cc2ccc(Cl)cc2)c2ccccc12
    4	320*	10	-15	-1.9	-11	0	-1	-343	-85
> Cc1ccccc1-c1nc(CS(=O)CC(=O)N2CCC3(CC2)OCCO3)c(C)o1 (stereo not given)
    -2	-4	14	5	-2.9	0.4	0	-4	1	0
> Cc1nn(Cc2c(Cl)cccc2Cl)c(Cl)c1C(=O)O
    0	6	9	-6	-1.7	0.8	1	x	0	-1
> CCN1CCN(c2ncnc3ccc(Br)cc23)CC1
    1	4	10	-36	-1.8	-1.1	7	-5	3	-5
> COc1ccc(/C=C/C(=O)NC(=S)N2C[C@H]3C[C@H](C2)c2cccc(=O)n2C3)cc1OC
    6	6	14	7	-2.8	0.1	0	-2	-3	-7
> C[C@]12CCCCC1=CC(=O)C1C2CC[C@@]2(C)C1C[C@@H](F)[C@@H]2O (stereo not given in full)
    0	1	-4	-2	0.7	-1.8	9	-3	-6	0
> Cc1cccc(CN2CCN(C(=O)Cc3ccccc3)CC2)c1
    0	-6	18	-2	-3.8	1.6	-9	-8	-4	-2
> CCOC(=O)C1=C(N)OC(C)=C(C(=O)OCCOC)C12C(=O)Nc1ccccc12 (stereo not given)
    0	2	-14	9	2.4	1.0	0	1	6	-4
> COc1ccc(-c2nn(CCC#N)cc2C(=O)Nc2ccc(C(C)=O)cc2)cc1
    2	5	11	-7	-2.1	-1.0	-4	-1	6	-4
> O=C(Nc1ccc(Cl)cc1)N1CC2CC(C1)c1cccc(=O)n1C2 (stereo not given)
    -2	-1	5	-3	-0.8	2.6	1	x	-12	-7
> Cc1ccccc1C(=O)N1Cc2cnnn2-c2ccccc2C1C#N (stereo not given)
    3	0	4	-9	-0.9	-2.3	-1	-3	-11	-2
> O=C(Cn1cc(C(=O)c2ccccc2F)c2ccccc21)NC1CC1
    4	1	-5	-10	1.0	-0.6	-4	-3	-14	1
> CC(=O)OCC[N+](C)(C)C
    -1&8&0	-4&2&16	12&8&13	-28&-24&-1	-2.1&-1.5&-2.3	3.6&0.6&-0.7	1&-4&0	-4&1&1	8&2&-5	-1&-2&-6
> CN1c2ccc([N+](=O)[O-])cc2CC2(C(=O)NC(=O)NC2=O)C1c1ccccc1 (stereo not given)
    -1	-6	13	-12	-2.3	1.2	3	-3	0	2
